MITF TRPM1 HTS – activators of MITF-driven TRPM1 promoter activity in SK-MEL-5 cells. AID 588334. activation, % at 12.5 µM. hit rate 0.75% among 300,000. SK-MEL-5 TRPM1-promoter luciferase, 24 h; % of positive control, neutral wells = 0;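 active = mean activation of at least 80% with every replicate also reaching 80%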;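 also: 0% = neutral control wells and 100% = parthenolide positive control wells; values of inactives mirror those of a sister screen read the other way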
Arr AP2 block – inhibitors of human beta-arrestin and AP2 interaction; FITC-arrestin peptide / GST-AP2 beads, flow cytometry; AP2 beta2 appendage carries R879A mutation; inhibition, % at 10 µM; hit rate 0.31% among 340,000; AID 504490;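 active = inhibition above a set limit, near 3 SD of compounds lacking own fluorescence, cut at about 54% in these data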;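 also: plate controls were DMSO wells for no effect and 5 µM unlabelled arrestin peptide for full effect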
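Assay system: GST-AP2 R879A bound to glutathione beads, E. coli-expressed; Medium: PBS with 0.05% Tween 20 and 0.1% BSA; Also added: fluorescein-tagged arrestin peptide at 50 nM final; Timing: 12 min plus 1 h, RT; Measured by: flow cytometry, FL1 (488/535 nm); Evaluation: percent drop in bead-associated FITC signal.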
SUMO Mot1 rescue – blocks SUMOylation pathway, rescuing yeast Mot1-301 growth; S. cerevisiae Mot1-301 growth rescue, ATP luminescence, 38.5C; percent above DMSO median, 100 means doubled; hit rate 1% among 320,000; growth rescue, % at 18.8 µM;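 active = every valid replicate shows activation above 250% relative to neutral control wells; inactive = the rest, any valid replicate at or below 250%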;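 also: OY570 slx delta 5 strain wells were the positive control but not used for scaling; some compounds called inactive have numbers as strong as hits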
dFosB act – activators of mouse delta FosB homodimer. hit rate 0.99% among 340,000. P13346. activation, % at 25 µM. AID 493131. purified delta FosB, TAMRA-CDK5 oligo fluorescence polarization; percent of positive-control signal above neutral wells;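 active = mean activation above about 17%, with every replicate also reaching it, limit read from the data, passing the limit was not always enough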;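 also: fluorescence polarization rise as delta FosB binds a TAMRA Cdk5 AP-1 oligo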
Target sequence (P13346 whole entry, looked up): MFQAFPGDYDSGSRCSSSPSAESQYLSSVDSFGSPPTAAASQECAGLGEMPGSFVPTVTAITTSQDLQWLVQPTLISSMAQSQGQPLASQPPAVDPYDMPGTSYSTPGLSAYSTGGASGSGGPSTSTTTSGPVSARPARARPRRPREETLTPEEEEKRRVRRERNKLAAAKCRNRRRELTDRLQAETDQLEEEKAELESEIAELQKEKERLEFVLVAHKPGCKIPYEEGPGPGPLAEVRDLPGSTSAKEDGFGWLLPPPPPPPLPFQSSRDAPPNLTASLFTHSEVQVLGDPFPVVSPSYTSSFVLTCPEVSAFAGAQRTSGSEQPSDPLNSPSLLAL
PKA-R2B activ – activators of human PKA-R2B complex. P22694+P31323. AID 504700. activation, % at 11.4 µM. PKA-R2B holoenzyme dissociation, Cy5-IP20 fluorescence polarization; R2B truncated from residue 108, S112A mutant; 0% DMSO only, 100% 113 µM cGMP. hit rate 0.079% among 340,000;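 active = activation above a cutoff set at the mean over all compounds plus 3 SD, cut at about 18% in these data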;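 also: higher means more holoenzyme dissociation and a rise in polarization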
SR-BI uptake up – activators of SR-BI mediated HDL lipid uptake. hit rate 0.096% among 320,000. CHO ldlA[mSR-BI] cells, DiI-HDL uptake fluorescence, 3 h; 100 = double the neutral-control signal. AID 504775. activation, % at 12.5 µM;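 active = mean replicate activation of at least 60% and every replicate at or above 60%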;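 also: 0% = median plate neutral-control signal and 100% = twice that signal; values of inactives mirror those of a sister screen read the other way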
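Test system: SR-BI-overexpressing, LDLR-lacking CHO cells. Measured by: DiI fluorescence, bottom read. Medium: Ham's F12 with 0.5% BSA, HEPES 25 mM, pH 7.4. Timing: 3 h uptake period with compound, 37 °C.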
Pemphigus Ab inh – blocks pemphigus antibody binding to human desmoglein-3 | P32926 | DSG3-coupled beads, scFv-anti-DSG3-GFP binding, flow cytometry; hits give low values | binding (percent of control), % at 10 µM | hit rate 0.48% among 310,000 | AID 588358;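 active = binding more than 3 SD below its plate's average and above zero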;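 also: hits lower antibody fragment binding to DSG3; some compounds called inactive have numbers as strong as hits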
NSD2 HMT inh – NSD2 (human) methyltransferase inhibition; inhibition, % at 12.5 µM; NSD2 peptide methylation, AlphaScreen, 120 min; hit rate 0.54% among 310,000; AID 743445; in the data active = inhibition above about 50%
PKA-R1A act – activators of PKA-R1A complex | AID 504707 | hit rate 0.083% among 340,000 | PKA-R1A dissociation, Cy5-IP20 fluorescence polarization; scaled: DMSO 0%, 113 µM cGMP 100% | activation, % at 11.4 µM;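 active = percent activation above the mean of all tested compounds plus 3 SD, cut at about 19% in these data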;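 also: higher means more PKAc released from R1A so a rise in polarization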
SR-BI HDL uptake – inhibitors of mouse SR-BI mediated HDL lipid uptake; ldlA[mSR-BI] CHO cells, DiI-HDL uptake fluorescence, 3 h; inhibition, % at 12.5 µM; hit rate 0.96% among 320,000; AID 488896;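 active = mean replicate inhibition of at least 70% and a set share of replicates each scoring 70 or more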;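 also: 0% = median of neutral control wells and 100% = median of positive control wells; values of inactives mirror those of a sister screen read the other way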
Target sequence (Q61009 whole entry, looked up): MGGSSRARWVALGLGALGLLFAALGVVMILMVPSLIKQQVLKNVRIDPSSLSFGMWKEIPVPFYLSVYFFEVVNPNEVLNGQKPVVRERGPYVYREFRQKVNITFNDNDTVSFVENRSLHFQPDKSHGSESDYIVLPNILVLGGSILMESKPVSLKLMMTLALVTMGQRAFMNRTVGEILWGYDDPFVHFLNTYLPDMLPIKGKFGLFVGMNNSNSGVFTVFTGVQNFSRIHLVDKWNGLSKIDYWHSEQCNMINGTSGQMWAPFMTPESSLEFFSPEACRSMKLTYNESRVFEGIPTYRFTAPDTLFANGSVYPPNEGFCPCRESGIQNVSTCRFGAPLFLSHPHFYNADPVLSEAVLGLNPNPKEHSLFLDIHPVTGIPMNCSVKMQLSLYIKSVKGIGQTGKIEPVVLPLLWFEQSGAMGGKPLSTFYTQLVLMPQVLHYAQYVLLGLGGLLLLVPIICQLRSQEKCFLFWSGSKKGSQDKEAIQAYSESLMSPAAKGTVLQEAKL
CDK5 p35 inh – blocks human CDK5/p35 kinase activity; AID 488839; Q00535+Q15078; inhibition, % at 10 µM; hit rate 0.01% among 330,000; Recombinant CDK5/p35, ADP-Glo luminescence, 60 min;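 active = highest replicate inhibition of at least 50% and at least 75% of replicates reaching 50%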;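 also: plate controls were DMSO neutral control for no effect and GW8510 at 10 µM for full effect; many of its hits are not listed in these tables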
* marks the source's active call; other numbers are inactive results; nt = not tested or not shown. Rows are unselected (roughly 4.7% active in at least one column).

SMILES	MITF TRPM1 HTS	Arr AP2 block	SUMO Mot1 rescue	dFosB act	PKA-R2B activ	SR-BI uptake up	Pemphigus Ab inh	NSD2 HMT inh	PKA-R1A act	SR-BI HDL uptake	CDK5 p35 inh
O=C(O)CCC(=O)N1N=C(c2c(-c3ccccc3)c3cc(Cl)ccc3[nH]c2=O)CC1c1cccs1 (centres undefined)	-1	3	-1	-13	-3	7	94	7	5	-7	0.5
O=C(NCc1ccc2c(c1)OCO2)c1ccc2snnc2c1	-10	0	4	1	0	-59	96	0	4	59	-3.1
O=C(NCc1ccccc1)c1cc[n+](CC(=O)c2cccs2)cc1	nt	13	1	0	nt	-23	86	-2	nt	23	-0.6
O=C1C=C(NCCNc2c(F)c(F)c(CO)c(F)c2F)CCC1	1	2	-3	-2	3	10	101	0	-1	-10	-2.3
O=C(CS(=O)CC(=O)N(CC(=O)NC1CCCC1)C1CCCCC1)Nc1ccc(F)cc1 (centres undefined)	2	2	0	-7	9	-28	100	1	5	28	0.6
CC1CCC(C(=O)NC(C(=O)NCc2ccccn2)C(C)C)CC1 (centres undefined)	nt	0	344*	-2	0	-18	107	-1	-1	18	-1.0
CCOC(=O)c1ccc2nc3c(cc2c1)CCS3	72	3	-19	-13	-6	-22	106	0	1	22	-5.8
CCCCOc1ccc(NC(=O)CSCC(=O)OCC)cc1	-4	3	2	-6	-5	26	111	-6	-3	-26	-0.4
O=C(COc1ccccc1F)OCC(=O)c1ccc([N+](=O)[O-])cc1	-5	2	14	2	3	-13	109	-2	3	13	0.3
COc1ccc(OC(=O)Cc2cccc3ccccc23)cc1	11	32	12	-4	-3	9	98	-2	8	-9	0.2
Cc1nc2nc(SCc3ccccc3)[nH]n2c(=O)c1CCC(C)C	nt	45	9	-5	1	-2	109	10	1	2	1.2
COc1cc(/C=C2/SC(=O)NC2=O)ccc1OCc1ccccc1	nt	-4	75	-2	11	-6	113	2	0	6	-0.2
COc1ccc(-c2cn3ccc4ccccc4c3n2)cc1	13	-2	-2	-9	3	0	86*	-4	8	0	0.3
O=C(NCc1ccncc1)c1cn(-c2ccccc2)nc1-c1cccnc1	-11	11	nt	-12	-5	21	102	0	5	-21	-2.9
O=[N+]([O-])c1cc([N+](=O)[O-])c(Oc2ccccc2F)cc1NN1CCCCC1	0	30	-6	-6	-11	7	99	nt	-3	-7	0.6
COc1ccccc1N1CCN(C(=O)c2ccc3c(=O)n(Cc4ccco4)c(=S)[nH]c3c2)CC1	nt	10	-1	-13	7	-10	97	1	-2	10	-1.7
CCOc1ccc(-c2nc(CSCC(=O)N3CCN(c4cccc(OC)c4)CC3)c(C)o2)cc1	nt	23	5	-2	-7	-64	100	nt	-15	64	-1.0
CN(C)C(=O)CCc1ccc2c3c([nH]c2c1)[C@]1(C)[C@@H](C(=O)N2CCOCC2)C[C@H](CC(=O)NCCCn2ccnc2)C(=O)N1CC3	-2	-7	nt	-3	3	5	110	nt	-5	-5	-1.4
C=CCNC(=O)c1ccc2nccnc2c1	-7	1	-11	2	4	-14	102	-1	-5	14	2.2
CCC(C)C(NC(N)=O)C(=O)Nc1ccc(C)c(Cl)c1 (centres undefined)	-7	-5	-10	0	2	-17	100	-2	1	17	1.0
Cc1cc(C#N)c(C)n1-c1cc(C(F)(F)F)ccc1N1CCOCC1	-6	-6	8	-11	0	27	95	1	-7	-27	1.0
S=c1[nH]nc(-c2ccc3ccccc3n2)o1	-2	-10	-14	-3	2	18	110	2	6	-18	-4.0
CCC(C)(C)NC(=O)C(c1ccncc1)N(C(=O)c1sc(C)nc1C)c1ccc(C)cc1 (centres undefined)	nt	20	-4	-11	9	4	98	-2	6	-4	-5.2
CCC(C)(C)NC(=O)C(c1ccc(OC)cc1)N(C(=O)CCC(=O)Nc1cc(C)on1)c1ccc2c(c1)OCO2 (centres undefined)	2	16	-10	-1	-11	nt	115	-5	1	nt	0.1
C=CCN(C(=O)c1csnn1)C(C(=O)NC1CCCCC1)c1ccc(F)cc1 (centres undefined)	nt	-10	-9	-4	8	nt	110	-3	-1	nt	-3.5
CC(NC(=O)c1ccc(F)cc1)C1CC2CCC1C2 (centres undefined)	-11	18	334	-5	-14	5	93	3	13	-5	1.2
CCc1nc2c(c(=O)c3ccccc3n2C)c(=O)n1C1CCCCCC1	-61	18	20	-5	-7	57	111	8	5	-57	-0.5
CCN(Cc1ccccc1)C(=O)c1cc(S(=O)(=O)N2CCOCC2)ccc1N1CCCC1	2	57*	103	-1	0	-4	117	5	-16	4	-1.0
Cc1cccc(OCC(=O)Nc2ccc(N3CCN(C(=O)c4ccccc4)CC3)cc2)c1	-14	-2	9	-2	0	-14	100	0	-1	14	-1.5
CCCOc1ccc(C2C(C(=O)OC)=CN(CCOC)C=C2C(=O)OC)cc1	-8	-10	4	-2	0	-23	101	-15	-5	23	0.1
O=C(Nc1ccc(Cl)cc1C(=O)NCCN1CCOCC1)c1ccc(Cl)cc1Cl	nt	1	-4	-5	-4	15	110	1	-3	-15	-2.5
N=c1c(C(=O)NCCN2CCOCC2)cc2c(=O)n3ccccc3nc2n1CCc1ccccc1	20	-1	-10	-5	-4	-1	103	2	-7	1	-0.2
CCOC(=O)CCc1c(C)c2c(C)nn(-c3ccccc3)c2[nH]c1=O	-2	21	-2	0	-13	-31	95	nt	13	31	-1.3
COCCNC(=O)COc1ccc(Br)cc1Cl	nt	-5	-8	-3	-8	-12	101	2	-2	12	-1.1
CN(Cc1ccccc1)C(=O)c1c[nH]c2ccc(S(=O)(=O)N3CCOCC3)cc2c1=O	-3	-2	-17	3	3	17	93	nt	10	-17	-2.5
CCC(C)NC(=O)c1ccc2nc(-c3ccc(OC)c(OC)c3)c(-c3ccc(OC)c(OC)c3)nc2c1 (centres undefined)	0	-10	-34	-1	-7	-47	87	-3	-15	47	-1.5
Cc1ccc(S(=O)(=O)N(c2nc(N(C)C)nc(N(C)C)n2)n2cnnc2)cc1	3	2	1	-6	3	3	99	1	-13	-3	-2.5
Cc1ccc(NC(=O)CSCC(=O)NCCc2ccccn2)c(C)c1	6	-1	376	-1	-3	11	101	1	-4	-11	1.0
O=C(Nc1ccc(Oc2cccnc2)cc1)c1cccc([N+](=O)[O-])c1	15	-3	-37	-6	2	-35	109	1	-17	35	-1.0
O=C(O)CCC(=O)Nc1cccc(C(=O)Nc2ccc(Br)cc2)c1	-7	13	796*	-5	4	11	99	-3	-10	-11	0.8
CCC(C)N(C(=O)COc1ccc(Cl)c2cccnc12)C1CCS(=O)(=O)C1 (centres undefined)	-4	0	-4	-7	-15	-4	114	-1	-8	4	-1.7
CCC(=O)N1c2ccc(S(=O)(=O)N3CCCC3)cc2CC1C (centres undefined)	15	-5	6	-11	-5	5	96	0	-14	-5	0.1
Cc1nn(C)cc1C(C(=O)NC1CCCCC1)N(C(=O)Cc1cccs1)c1ccc(F)cc1 (centres undefined)	18	5	nt	-7	3	30	-2.6*	-3	5	-30	0.3
Cc1ccc(C(=O)OC(C)C(=O)NC(C)CCc2ccccc2)o1 (centres undefined)	nt	-12	10	-14	-2	-10	102	-1	8	10	-0.3
COc1ccccc1NC(=O)Cc1nnc(SCC(=O)c2ccc(F)cc2)n1C	-7	-3	-24	-6	2	-3	nt	-1	-3	3	-1.3

Shown bar-delimited: part of the list above.
compound | MITF TRPM1 HTS | Arr AP2 block | SUMO Mot1 rescue | dFosB act | PKA-R2B activ | SR-BI uptake up | Pemphigus Ab inh | NSD2 HMT inh | PKA-R1A act | SR-BI HDL uptake | CDK5 p35 inh
CCC(C)(C)NC(=O)C(c1ccncc1)N(C(=O)c1sc(C)nc1C)c1ccc(C)cc1 (centres undefined) | nt | 20 | -4 | -11 | 9 | 4 | 98 | -2 | 6 | -4 | -5.2
CCN(Cc1ccccc1)C(=O)c1cc(S(=O)(=O)N2CCOCC2)ccc1N1CCCC1 | 2 | 57* | 103 | -1 | 0 | -4 | 117 | 5 | -16 | 4 | -1.0
O=C1C=C(NCCNc2c(F)c(F)c(CO)c(F)c2F)CCC1 | 1 | 2 | -3 | -2 | 3 | 10 | 101 | 0 | -1 | -10 | -2.3

(further entries)
SMILES	MITF TRPM1 HTS	Arr AP2 block	SUMO Mot1 rescue	dFosB act	PKA-R2B activ	SR-BI uptake up	Pemphigus Ab inh	NSD2 HMT inh	PKA-R1A act	SR-BI HDL uptake	CDK5 p35 inh
COc1cc(NC(=O)c2cc(-n3cnnc3)ccc2Cl)cc(OC)c1	-10	-4	5	-2	4	-44	105	-1	-9	44	1.0
FC(F)(F)c1cccc(NCc2n[nH]c(=S)n2C2CCCCC2)c1	-8	31	-2	-10	-11	-15	94	1	-7	15	-0.7
O=C(NCc1ccccc1)C(c1cccnc1)N(C(=O)c1ccccn1)c1cccc(F)c1 (centres undefined)	18	-3	-19	-7	-4	9	134	nt	7	-9	7.4
C[C@H](NC(=O)c1nc[nH]c1C(=O)N[C@@H](CCCCNC(=O)OC(C)(C)C)C(=O)OC(C)(C)C)C(=O)OC(C)(C)C	-13	5	-11	5	-5	19	97	nt	-7	-19	0.0
CCOC(=O)C1(CCc2ccccc2)CCN(C(=O)[C@@H]2C[C@@H](C)NC(=S)N2)CC1	0	8	-10	-1	-7	-62	114	-1	-8	62	-1.6
O=C1CCC(=O)N1OCCOc1ccc2c(c1)CCC2	13	1	21	3	6	nt	nt	0	-6	nt	1.0
Nn1c(SCC(=O)Nc2ccc(S(N)(=O)=O)cc2)nnc1C(F)(F)F	-2	6	-7	-8	-6	5	95	-3	-12	-5	0.5
O=C(N/N=C/C(Cl)=C/c1ccc([N+](=O)[O-])cc1)C(=O)Nc1ccccc1C(=O)O	-20	-6	-4	-8	1	nt	101	2	5	nt	1.8
Cc1ccc2nc(NC(=O)CCn3cccc3)sc2c1	48	4	5	4	-1	-36	98	-1	0	36	-0.8
CC(=O)Nc1ccc(S(=O)(=O)N(C)CC(=O)OCCOc2cccc(C)c2)cc1	-2	0	-3	-9	-6	7	nt	-1	-9	-7	0.4
O=C(CCOc1ccccc1)Nc1ccccc1F	51	37	-3	-8	2	3	96	-3	-6	-3	1.1
COc1ccccc1C(=O)Nc1cccc(C(=O)c2ccccc2)c1	30	2	5	-11	-9	-9	107	0	0	9	0.6

Screens (PubChem)
